Giardia kill – kills Giardia lamblia | Giardia lamblia trophozoite viability | actives 0.15% (n = 340,000) | activity change, % at 7.66 µM, hits read low; in the data active = activity change below about -80%; inconclusive = between about -30% and that limit;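 note: parasites exposed to compound for two days anaerobically before the ATP read; % is set by controls: 0 for no effect and ±100 for the full control effect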
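Giardia trophozoites, 100 cells per well, were exposed to compounds for 48 hrs at 37 deg C under anaerobic conditions; viability was then read as ATP content by bioluminescence after 15-30 min at room temperature.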
RORgamma inh – blocks mouse ROR gamma transcriptional activity. P51450. Drosophila S2 Gal4-RORgamma UAS-luciferase reporter, 20 h. Potency, µM (titrated, usually from 53.6 µM), inactives show top-dose activity change, negative = inhibition, most hits filed as inhibitors. actives 5.4% (n = 310,000). AID 2551; note: potency is the fitted concentration of half-maximal effect; % is set by controls: 0 for no effect and ±100 for the full control effect; nearly all actives have a fitted effect of over 60% in size
Target sequence (P51450 whole entry, looked up, the tested form may be a part): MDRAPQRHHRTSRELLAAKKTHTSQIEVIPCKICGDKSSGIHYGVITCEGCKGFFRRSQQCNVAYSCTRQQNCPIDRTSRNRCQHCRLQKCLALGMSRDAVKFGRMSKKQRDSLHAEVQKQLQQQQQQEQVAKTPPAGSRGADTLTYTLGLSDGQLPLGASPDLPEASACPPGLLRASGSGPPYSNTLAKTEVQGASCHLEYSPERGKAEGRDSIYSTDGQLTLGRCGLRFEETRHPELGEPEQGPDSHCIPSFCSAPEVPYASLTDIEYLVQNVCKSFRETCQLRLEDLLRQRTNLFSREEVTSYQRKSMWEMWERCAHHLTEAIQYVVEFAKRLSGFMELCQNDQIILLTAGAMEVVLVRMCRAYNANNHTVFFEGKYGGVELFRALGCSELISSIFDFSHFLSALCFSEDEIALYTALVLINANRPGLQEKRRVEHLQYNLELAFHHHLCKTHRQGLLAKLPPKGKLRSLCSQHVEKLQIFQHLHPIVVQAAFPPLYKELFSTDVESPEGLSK
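Drosophila Schneider cells stably carrying a metallothionein-driven Gal4 DBD–ROR gamma fusion and a UAS-Photinus luciferase reporter were exposed to compound for 1 hr, then induced with copper sulfate (700 uM final) for 20 hr at ambient temperature before luminescence reading.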
FLuc counter – firefly luciferase modulation, counter-screen for miR-21 project; P08659; purified FLuc, Km substrates, luminescence inhibition; Potency, µM (series often up to 57.5 µM), for the others: at the highest dose activity change, negative = inhibition, hits mostly inhibitors; actives 6.9% (n = 360,000); AID 588342;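 note: potency is the fitted concentration of half-maximal effect; plate controls were vehicle for no effect and reference inhibitor for full effect; nearly all actives have a fitted effect of over 55% in size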
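Biochemical qHTS of compounds, final roughly 60 µM downward over six points, against 10 nM purified firefly luciferase using Km concentrations of substrates (10 uM D-luciferin, 10 uM ATP) in Tris acetate pH 7.5 buffer; luminescence output.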
Menin MLL FP TR – menin-MLL binding inhibition, Texas Red mutant peptide; Menin + Texas Red MLL mutant peptide, fluorescence polarization; AID 1768; O00255; actives 0.23% (n = 270,000); Potency, µM (doses to about 61.6 µM), without a hit: at the highest dose FP activity change, negative = inhibition, hits mostly inhibitors; active = well fitted inhibition curve with a large enough effect in the polarisation, with a control signal flat, not every such curve was filed as active; inconclusive = small, poorly fitted or top-dose-only effect, or effect the other way, or a change in a side signal; inactive = no such curve, though single readings can be large or run the other way; the % refers to the polarisation; note: potency is the fitted concentration of half-maximal effect; % of control where 0% means no effect; many of its hits are not listed in these tables
Target sequence (O00255 whole entry, looked up): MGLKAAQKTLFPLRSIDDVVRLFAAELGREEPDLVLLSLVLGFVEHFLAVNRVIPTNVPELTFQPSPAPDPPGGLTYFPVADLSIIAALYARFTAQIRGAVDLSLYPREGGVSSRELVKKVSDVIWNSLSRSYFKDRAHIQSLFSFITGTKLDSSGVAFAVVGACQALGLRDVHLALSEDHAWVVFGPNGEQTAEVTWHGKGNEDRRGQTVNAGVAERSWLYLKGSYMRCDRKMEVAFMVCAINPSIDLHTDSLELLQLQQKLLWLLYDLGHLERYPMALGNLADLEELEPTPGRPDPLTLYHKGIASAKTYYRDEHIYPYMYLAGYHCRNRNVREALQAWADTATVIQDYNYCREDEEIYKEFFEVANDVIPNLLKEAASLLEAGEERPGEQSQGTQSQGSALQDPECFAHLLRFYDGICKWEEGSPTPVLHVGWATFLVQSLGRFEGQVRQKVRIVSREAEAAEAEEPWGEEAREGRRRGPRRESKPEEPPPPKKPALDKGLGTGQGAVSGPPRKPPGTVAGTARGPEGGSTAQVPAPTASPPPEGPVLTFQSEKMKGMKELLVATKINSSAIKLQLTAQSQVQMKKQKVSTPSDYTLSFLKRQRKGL
Gal4-VP16 FLuc – counter-screen for ROR gamma inhibitors: Gal4-VP16 reporter. Potency, µM (highest dose often 53.6 µM), for the others: at the highest dose activity, negative = inhibition, actives largely listed as inhibitors. actives 3.5% (n = 310,000). Drosophila S2 Gal4-VP16 UAS-luciferase, luminescence, 20 h. AID 2546;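 note: Gal4-VP16 expression switched on by copper sulfate through the metallothionein promoter; potency is the fitted concentration of half-maximal effect; % is set by controls: 0 for no effect and ±100 for the full control effect; nearly all actives have a fitted effect of over 50% in size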
* hit, by the source's call; ? = inconclusive; · = no result given. Unless noted, calls come from the whole dose curve; as a rule, active = well fitted curve in the direction sought with a large enough effect; inconclusive = small, poorly fitted or top-dose-only effect, or another doubt; inactive = no such curve, though single readings can be large; an effect the other way counts as inactive or inconclusive.

SMILES	Giardia kill	RORgamma inh	FLuc counter	Menin MLL FP TR	Gal4-VP16 FLuc
CC(=O)c1ccc(C2CC34CNS(=O)(=O)C3CC2O4)cc1 (centres undefined)	3	11%	·	15%	0%
CC(C)(C)OC(=O)N1CC23CC(c4ccc(F)cc4)C(CC2S1(=O)=O)O3 (centres undefined)	14	-15%	·	0%	2%
CCC1CC=CC2C1C(=O)N(Cc1ccccc1)C2c1cc(C)ccc1F (centres undefined)	11	?	·	?	-23%
CCCCCc1cc(=O)oc2c(C(CCN3CCCC3)c3ccc4c(c3)OCO4)c(OC)cc(OC)c12 (centres undefined)	-1	?	·	-17%	?
COc1ccc(-c2ccc(C3C4C=CCC(C)C4C(=O)N3Cc3ccccc3)c(F)c2)cc1C (centres undefined)	1	17%	·	-9%	-3%
C/C=C1\COC(C(=O)NCCOCCO)(C(F)(F)F)C=C1C=C1CCCCC1 (centres undefined)	15	?	·	?	?
O=S1(=O)C2CC3C=CC2(CN1Cc1ccccc1)O3 (centres undefined)	0	17%	·	5%	6%
COc1ccc(C2CC(=O)Oc3c(C(CCN4CCCC(C)C4)c4cc(OC)c(OC)c(OC)c4)c(OC)cc(OC)c32)cc1 (centres undefined)	-5	7%	·	-27%	-19%
Cc1ccc(CNC(=O)[C@]2(C(F)(F)F)C[C@H](CCc3ccccc3)CCCO2)o1	7	5%	·	10%	-11%
COc1cccc(CN2CC34CC(c5ccc(C(C)=O)cc5)C(CC3S2(=O)=O)O4)c1 (centres undefined)	0	8%	·	8%	8%
CC1CC=CC2C1C(=O)N(Cc1ccccc1)C2c1ccc(F)c(/C=C/c2ccccc2)c1 (centres undefined)	22	2%	·	0%	6%
C=C1CC2C(=O)N(Cc3ccccc3)C(C(=O)O)C1N2C(=O)OC(C)(C)C (centres undefined)	1	2%	·	-8%	5%
COc1cccc(NC(=O)CCc2c(C)nc3c4cccnc4nn3c2C)c1	·	·	4%	·	·
CCOC(=O)Cc1c(C)nc2cc(-c3ccc(C(C)(C)C)cc3)nn2c1C	·	·	?	·	·
Cc1ccccc1CSc1ncc(Cl)c(C(=O)NCc2ccccc2)n1	·	·	-2%	·	·
Cc1ccccc1-c1noc(-c2nnn(-c3ccccc3C)c2N)n1	·	·	-11%	·	·
CC1CCC(NC(=O)c2ccc3c(c2)N(Cc2cccc(F)c2)C(=O)c2ccccc2S3)CC1 (centres undefined)	·	·	-18%	·	·
Cc1ccccc1CNC(=O)c1ccc(CSc2nc3cccnc3n2Cc2ccccc2)cc1	·	·	1%	·	·
COc1ccc(-n2cc(C(=O)NCc3cccc(OC)c3)c3ccccc3c2=O)cc1	·	·	-12%	·	·
O=C(CC1N=C2c3ccccc3N=C(SCc3ccc(Cl)cc3)N2C1=O)NCc1cccs1 (centres undefined)	·	·	?	·	·
CCCc1ccc(OC(C)C(=O)Nc2sc3c(c2C(=O)OC)CCCCC3)cc1 (centres undefined)	·	·	-14%	·	·
O=C(NC1CCCCC1)c1ccc(CSc2nc3ccncc3n2Cc2ccccc2)cc1	·	·	?	·	·
COc1ccc(CCNC(=O)CCc2cn(Cc3ccc(F)cc3)c3ccccc23)cc1OC	·	·	-8%	·	·
CCOc1cccc(C2c3c(oc4ccc(F)cc4c3=O)C(=O)N2CCOC)c1 (centres undefined)	·	·	2%	·	·
O=C(CCc1nc(-c2cccs2)no1)Nc1ccc([N+](=O)[O-])cc1	·	·	2%	·	·
SMILES	Giardia kill	RORgamma inh	FLuc counter	Menin MLL FP TR	Gal4-VP16 FLuc
COc1cc(NC(=O)CN2Cc3ccccc3C2=O)cc(OC)c1OC	·	·	2%	·	·
COc1ccccc1OCc1ccc(C(=O)Nc2ccc(C)c(C)c2)o1	·	·	?	·	·
CCOc1ccc(-c2csc(-c3nc(-c4ccc(Br)s4)cs3)n2)cc1	·	·	3%	·	·
COc1cc(C)ccc1OCCSc1nnc(-c2ccc(C)cc2)o1	·	·	-18%	·	·
COc1ccc(N(Cc2cccs2)C(=O)COc2cccc(Cl)c2)cc1	·	·	?	·	·
CC(C)(C)OC(=O)N1CCC(c2c(C(=O)N3CCCCC3)cnn2-c2cccc(F)c2)CC1	·	·	0%	·	·
COc1ccc2sc(N(Cc3cccnc3)C(=O)c3ccc4c(c3)OCCO4)nc2c1	·	·	?	·	·
CCOC(=O)c1cccc(NC(=O)CCC(=O)N2CC(C)Oc3ccc(C)cc32)c1 (centres undefined)	·	·	-8%	·	·
CCCCNC(=O)c1[nH]c2ccccc2c1Sc1ccc(C)cc1	·	·	-12%	·	·
COc1cccc(-c2nc3c(c(SCc4ccccc4)n2)Cc2c(CO)cnc(C)c2O3)c1	·	·	0%	·	·
CCCOC(=O)c1ccc(Nc2nc3ccccc3nc2-n2nc(C)cc2C)cc1	·	·	1%	·	·
Cc1ccc(C(=O)O)cc1Nc1nc2ccccc2n2nnnc12	·	·	17µM*	·	·
Cc1ccc(S(=O)(=O)Nc2cccc(-c3cn4cccc(C)c4n3)c2)cc1	·	·	?	·	·
CC(C)(C)OC(=O)N1CCC(c2c(C(=O)NCCN3CCc4ccccc4C3)cnn2-c2ccc(F)cc2)CC1	·	·	-2%	·	·
CCCCSc1nnc2[nH]c(=O)cc(C)n12	·	·	-10%	·	·
Cc1cccc(OC(=O)CSc2nnc(-c3ccc4c(c3)OCO4)o2)c1C	·	·	-2%	·	·
Cc1ccc(OC(=O)c2cc(-c3ccc4c(c3)OCCO4)on2)c(C)c1	·	·	1.5µM*	·	·
CN(C)c1ccc(CNC(=O)C2CCN(c3nc4ccccc4[nH]3)CC2)cc1	·	·	-12%	·	·
CCOC(=O)C1CCN(CC(=O)N2CCCc3c2c(=O)oc2ccc(OCc4ccccc4)cc32)CC1	·	·	-5%	·	·
CCOc1cccc(C(=O)Nc2ccc(-c3nc4ncccc4o3)cc2C)c1	·	·	-4%	·	·
CC(C(=O)NCc1ccc(Cl)cc1)n1ccc2cc(S(=O)(=O)N3CCCC3)ccc21 (centres undefined)	·	·	-11%	·	·
CCOc1ccccc1Nc1sc(C(=O)c2ccc(Cl)cc2)c(N)c1C(=O)NCCc1ccccc1	·	·	6%	·	·
CCOc1ccc2nc(N3CCCC(C(=O)NCc4ccccc4Cl)C3)sc2c1 (centres undefined)	·	·	?	·	·
Cc1cc(Br)ccc1NC(=O)CN1C(=O)c2cccnc2Sc2ccccc21	·	·	-2%	·	·
COCCCNc1nc2c(S(=O)(=O)c3ccc(C)c(C)c3)nnn2c2ccc(Cl)cc12	·	·	6%	·	·
SMILES	Giardia kill	RORgamma inh	FLuc counter	Menin MLL FP TR	Gal4-VP16 FLuc
CCOC(=O)c1cc(-c2ccccc2)n(CC(=O)NC2CCC(C)CC2)c1C (centres undefined)	·	·	-2%	·	·
CCOc1ccc(S(=O)(=O)c2cn(CC)c3ccc(F)cc3c2=O)cc1	·	·	-5%	·	·
CCOC(=O)CN1C(=O)C(O)(CC(=O)c2cc(OC)ccc2OC)c2ccccc21 (centres undefined)	·	·	-4%	·	·
Cc1ccc(C)c(NC(=O)c2ccc(CN3CC(=O)N4CCCCC4C3=O)cc2)c1 (centres undefined)	·	·	-1%	·	·
CCSc1ccccc1C(=O)Nc1ccc(-c2nc3ccccc3s2)c(O)c1	·	·	-2%	·	·
COc1cc(NC(=O)CCc2c(C)nc3c4c(C)cc(C)nc4nn3c2C)cc(OC)c1	·	·	0%	·	·
COc1ccc(N2CC(C(=O)Nc3ccc(NC(C)=O)cc3)CC2=O)cc1 (centres undefined)	·	·	3%	·	·
O=C(Cn1ncc2c([nH]c3ccccc32)c1=O)NCCCN1CCN(c2ccc(F)cc2)CC1	·	·	1%	·	·
O=C(CCCCCn1c(=O)[nH]c2ccccc2c1=O)NCc1cccc(Cl)c1	·	·	2%	·	·
COc1cc(NS(=O)(=O)c2ccc(NC(=O)C(C)Oc3ccc(Cl)cc3Cl)cc2)nc(OC)n1 (centres undefined)	·	·	?	·	·
CCOc1ccc(C(c2c(O)cc(C)n(CCOC)c2=O)N2CCN(c3ccc(F)cc3)CC2)cc1 (centres undefined)	·	·	-16%	·	·
CCS(=O)(=O)N1CC(=O)N(c2cccc(C)c2C)C(C)(C(=O)NC2CCCCCC2)C1 (centres undefined)	·	·	-2%	·	·
CCN(CC)CCOC(=O)c1ccc(NC(=O)c2nn(C)c3c2COc2ccccc2-3)cc1	·	·	2%	·	·
CCOC(=O)c1c(NC(=O)/C(C#N)=C/c2ccccc2)sc2c1CCC2	·	·	-1%	·	·
COc1ccc(OC)c(S(=O)(=O)NCCc2csc(-c3cccc(F)c3)n2)c1	·	·	?	·	·
CCc1ccc(CN2C(=O)c3ccccc3C2C(=O)NCCc2ccc(OC)c(OC)c2)cc1 (centres undefined)	·	·	0%	·	·
O=C(CSc1cn(CC(=O)N2CCCCC2)c2ccccc12)NCc1ccccc1Cl	·	·	-16%	·	·
CCN1CCN(c2ncc3c(n2)CCN(Cc2ccc(OC(C)C)cc2)C3)CC1	·	·	0%	·	·
CCOC(=O)c1[nH]c(C)c(CCC(=O)NCc2ccccc2Cl)c1C	·	·	7%	·	·
Cc1ccc(-c2nnc(Nc3cccc(Br)c3)c3ccccc23)cc1S(=O)(=O)NCC1CCCO1 (centres undefined)	·	·	-11%	·	·
Cc1ccc(CSc2cn(CC(=O)N3CCCCCC3)c3ccccc23)cc1	·	·	?	·	·
CCOc1ccc(N2CC(NC(=O)c3cccs3)CC2=O)cc1 (centres undefined)	·	·	-3%	·	·
COc1ccc(NC(=O)Cn2ccn(-c3ccc(F)c(F)c3)c(=O)c2=O)cc1Cl	·	·	3%	·	·
CCCNc1nc(NCc2ccccc2OC)c2cnn(C)c2n1	·	·	2%	·	·
Cc1cccc(NC(=O)Cn2nnc(-c3nc(-c4ccncc4)no3)c2N)c1	·	·	0%	·	·
SMILES	Giardia kill	RORgamma inh	FLuc counter	Menin MLL FP TR	Gal4-VP16 FLuc
Cn1cccc1-c1cc2n(n1)CCC(=O)N2CC(=O)Nc1ccc(F)cc1Cl	·	·	-3%	·	·
Cc1ccc(C2c3[nH]c4ccccc4c3CCN2C(=O)Nc2ccc(C)c(C)c2)cc1 (centres undefined)	·	·	-1%	·	·
Cn1nc(C(=O)NCc2ccccc2)c2c1-c1ccccc1SC2	·	·	-3%	·	·
COc1cc(Cl)c(C)cc1NC(=O)Cn1ncc2c([nH]c3ccccc32)c1=O	·	·	-4%	·	·
O=C(COc1ccccc1F)Nc1ccc(OCc2cc(=O)n3ccccc3n2)cc1	·	·	-9%	·	·
O=C(NCc1ccco1)c1c[nH]c2ccc(S(=O)(=O)Nc3ccc(F)cc3F)cc2c1=O	·	·	?	·	·
Cc1ccc(Cl)cc1N1CCN(Cc2nnc(-c3ccc4c(c3)OCO4)o2)CC1	·	·	-2%	·	·
CCOc1ccccc1NC(=O)CSC1=Nc2ccccc2C2=NC(CC(=O)NC3CCCCC3)C(=O)N12 (centres undefined)	·	·	-15%	·	·

Random excerpt: 7 entries already listed, in no set order.
SMILES	Giardia kill	RORgamma inh	FLuc counter	Menin MLL FP TR	Gal4-VP16 FLuc
COc1cc(Cl)c(C)cc1NC(=O)Cn1ncc2c([nH]c3ccccc32)c1=O	·	·	-4%	·	·
Cn1nc(C(=O)NCc2ccccc2)c2c1-c1ccccc1SC2	·	·	-3%	·	·
Cn1cccc1-c1cc2n(n1)CCC(=O)N2CC(=O)Nc1ccc(F)cc1Cl	·	·	-3%	·	·
O=C(COc1ccccc1F)Nc1ccc(OCc2cc(=O)n3ccccc3n2)cc1	·	·	-9%	·	·
O=C(NCc1ccco1)c1c[nH]c2ccc(S(=O)(=O)Nc3ccc(F)cc3F)cc2c1=O	·	·	?	·	·
Cc1ccc(C2c3[nH]c4ccccc4c3CCN2C(=O)Nc2ccc(C)c(C)c2)cc1 (centres undefined)	·	·	-1%	·	·
Cc1ccc(Cl)cc1N1CCN(Cc2nnc(-c3ccc4c(c3)OCO4)o2)CC1	·	·	-2%	·	·

Assay outcomes (PubChem)

These rows are one share of the data; rates above refer to the full screens.
